From PubChem BioAssay
D1 antag: antagonists of human D1 dopamine receptor; HEK293 TREx D1 cells, calcium flux, dopamine EC80; stronger effect = lower value; activity change, negative = inhibition, % at 10 µM; actives 3.2% (n = 360,000); in the data active = activity change below about -30%; also: % is scaled to controls: 0 for no effect and ±100 for the full control effect
Target sequence (P21728 whole entry, looked up): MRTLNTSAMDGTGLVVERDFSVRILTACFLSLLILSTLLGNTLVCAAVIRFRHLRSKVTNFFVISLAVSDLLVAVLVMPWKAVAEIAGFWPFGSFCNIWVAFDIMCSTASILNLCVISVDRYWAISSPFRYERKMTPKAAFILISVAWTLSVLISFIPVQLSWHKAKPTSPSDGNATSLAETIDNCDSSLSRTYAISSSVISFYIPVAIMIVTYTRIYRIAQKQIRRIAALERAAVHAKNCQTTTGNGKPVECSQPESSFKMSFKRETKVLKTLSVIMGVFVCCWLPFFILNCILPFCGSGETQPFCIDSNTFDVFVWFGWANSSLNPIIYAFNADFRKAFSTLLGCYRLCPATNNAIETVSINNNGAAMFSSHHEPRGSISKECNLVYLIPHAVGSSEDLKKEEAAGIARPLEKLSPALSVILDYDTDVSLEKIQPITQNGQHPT
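Allosteric or orthosteric antagonism assessed as attenuation of the calcium response to EC80 dopamine, added 180 s after compound, in induced HEK293 Trex D1 cells loaded with no-wash calcium dye.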
D1 ag: activates the human D1 dopamine receptor; P21728; HEK293 T-REx D1 cells, calcium flux, agonist mode; activation, % at 2 µM; actives 1% (n = 360,000); in the data active = activation above about 30%; also: 0% is about no effect
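Inducible HEK293 T-REx D1 cells, force-coupled to calcium signalling, were plated at 4000 cells/well with tetracycline and held overnight at 30 C. After no-wash calcium dye loading, compound-evoked calcium rise over 180 s flagged agonists.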
RXFP1 agonist: RXFP1 (human) receptor agonism; Q9HBX9; HEK293T-RXFP1 cAMP TR-FRET, 30 min; response scale: percent of porcine relaxin response, buffer zero; Potency, µM (titrated, usually from 57.5 µM), for inactives: at the highest dose activation, actives largely listed as activators; actives 0.3% (n = 370,000); also: potency is read from the fitted curve at half-maximal effect; % is scaled to controls: 0 for no effect and ±100 for the full control effect; nearly all actives have a fitted effect of over 60% in size; many of its hits are not listed in these tables
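HEK293T cells stably expressing RXFP1 were pretreated with the PDE4 inhibitor Ro 20174, exposed to compounds for 30 min at 37C, lysed, and cAMP was read by TR-FRET. Data normalized to buffer (basal) and 29 nM porcine relaxin (100%).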
Vif-A3G inh: blocks the Vif interaction with human APOBEC3G. AID 602310. HeLa A3G-eYFP + Vif (tagged APOBEC3G with the HIV-1 protein that degrades it), YFP fluorescence, overnight. Q9HC16. Potency, µM (top dose mostly 46.1 µM), without a hit: at the highest dose activity, negative = active, usual class: inhibitors. actives 0.076% (n = 410,000);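 also: potency is read from the fitted curve at half-maximal effect; % is scaled to controls: 0 for no effect and ±100 for the full control effect; nearly all actives have a fitted effect of over 60% in size; hits raise eYFP signal because A3G escapes Vif-driven loss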
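HeLa cells stably expressing Vif and C-terminally eYFP-tagged A3G, seeded overnight at 37 deg C, then exposed to compound by pintool overnight at 37 deg C. Rise in yellow fluorescence (Ex 488/Em 500-530, Acumen) marks blocked Vif-driven A3G degradation.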
D2 potentiator: positive allosteric modulators of human D2 dopamine receptor. HEK293 T-REx D2, calcium flux, EC20 dopamine potentiation. potentiation, % at 10 µM. actives 0.34% (n = 340,000);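 active = potentiation over 3 SD above the plate norm, cut at about 30% in these data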; also: 0% is about no effect
Target sequence (P14416 whole entry, looked up): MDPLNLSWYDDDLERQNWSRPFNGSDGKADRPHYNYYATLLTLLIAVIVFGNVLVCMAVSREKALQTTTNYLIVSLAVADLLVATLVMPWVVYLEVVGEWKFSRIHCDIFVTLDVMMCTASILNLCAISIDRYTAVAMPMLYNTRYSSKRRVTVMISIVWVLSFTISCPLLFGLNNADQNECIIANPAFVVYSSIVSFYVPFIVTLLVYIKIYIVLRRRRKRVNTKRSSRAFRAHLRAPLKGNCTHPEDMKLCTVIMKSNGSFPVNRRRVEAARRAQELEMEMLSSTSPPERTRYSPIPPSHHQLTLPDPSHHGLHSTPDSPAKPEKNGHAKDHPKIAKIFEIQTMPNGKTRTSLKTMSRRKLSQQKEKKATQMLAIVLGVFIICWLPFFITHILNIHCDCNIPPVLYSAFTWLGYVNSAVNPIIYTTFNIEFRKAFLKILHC
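Tetracycline-induced Hek293 Trex D2 cells, force-coupled to calcium, loaded with no-wash calcium dye. Compound added with 180 s kinetic read for agonism, then EC20 dopamine and a further 180 s read for potentiation.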
RXFP1 antag: blocks the human relaxin receptor RXFP1 | activity change, negative = inhibition, % at 57.5 µM | actives 0.59% (n = 350,000) | Q9HBX9 | AID 1259400 | HEK293-RXFP1, relaxin-stimulated cAMP HTRF, 30 min; stronger effect = lower value;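 active = activity change of -60% or lower, but not beyond a set lower limit; inconclusive = change between -60% and -40%, or beyond the set limit; inactive = change above -40%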; also: % is scaled to controls: 0 for no effect and ±100 for the full control effect
GRP78 ERSR act: inducers of ER stress response in human glioma cells; U87-MG GRP78 promoter luciferase reporter, 16 h; Potency, µM, inactives show at the top dose activation, hits mostly activators; actives 0.02% (n = 420,000); AID 602332; also: potency is read from the fitted curve at half-maximal effect; series mostly up to about 76 µM; % of control where 0% means no effect; nearly all actives have a fitted effect of over 35% in size
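Stably transfected U87-MG glioma cells carrying a GRP78-based luciferase sensor; 16 h compound incubation. Luminescence end-point read 10 min after Bright-Glo addition at room temperature.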
D1 potentiator: enhances dopamine response at the human D1 receptor; AID 504651; potentiation, % at 10 µM; P21728; HEK293 TREx D1 cells, calcium flux, dopamine EC20 potentiation; actives 0.036% (n = 360,000); in the data active = potentiation above about 30%; also: 0% is about no effect
Vif-APOBEC3F blk: inhibitors of Vif-A3F interaction. AID 602313. Potency, µM (doses to about 46.1 µM), for the others: top-dose activity, negative = active. HeLa A3F-eYFP + Vif (tagged APOBEC3F with the HIV-1 protein that degrades it), YFP fluorescence increase. actives 0.2% (n = 390,000); also: potency is read from the fitted curve at half-maximal effect; % of control where 0% means no effect; nearly all actives have a fitted effect of over 65% in size
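HeLa cells stably expressing Vif plus C-terminally eYFP-tagged A3F were seeded, incubated overnight at 37 deg C, dosed with compound, incubated overnight again at 37 deg C. Yellow fluorescence (Ex 488/Em 500-530) reported blocked Vif-mediated A3F-eYFP degradation.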
Numbers without * were called inactive; ? = inconclusive; / = no result given; & = joins results of further samples. Unless noted, calls follow the shape of the dose curve; as a rule, active = well fitted curve in the direction sought with a large enough effect; inconclusive = small, poorly fitted or top-dose-only effect, or another doubt; inactive = no such curve, though single readings can be large; an effect the other way counts as inactive or inconclusive. Some of the compounds tested, so the mix of outcomes need not match the whole.

SMILES | D1 antag | D1 ag | RXFP1 agonist | Vif-A3G inh | D2 potentiator | RXFP1 antag | GRP78 ERSR act | D1 potentiator | Vif-APOBEC3F blk
CC1CCc2[nH]c3ccc(C(=O)N(C)CC(=O)Nc4ccc(F)cc4)cc3c2C1 (stereo not given) | -5.1 | 5.6 | -0.8% | -0.3% | / | -15.4 | -2.3% | -6.0 | -0.3%
CC1(C)CC(=O)C(C=NCCCn2ccnc2)=C(O)C1 | 9.0 | 2.6 | 0.1% | -5.9% | -20.2 | -12.5 | -5.0% | -3.3 | -11.1%
O=C(Nc1ccc(Oc2ncccn2)cc1)c1ccco1 | 12.3 | 0.6 | 0.7% | 0.4% | / | -7.0 | 3.2% | -8.2 | -0.6%
CCOc1ccccc1C(=O)NCc1ccc2c(c1)CCN2C(=O)c1ccccc1 | -37.9* | 4.7 | -0.8% | ? | -6.9 | -24.6 | -2.9% | -4.0 | -16.7%
COc1ccc(S(=O)(=O)N(C)c2ccc(C(=O)NCc3ccccn3)cc2)cc1 | 5.7 | 0.8 | 0.1% | 0.8% | -8.1 | 1.4 | -1.8% | -0.5 | 9.1%
Cc1cccc(Cn2cnc3c(NS(C)(=O)=O)c(C)c(C)cc32)c1 | -17.5 | 2.7 | 0.9% | -0.5% | 0.2 | -2.0 | -7.8% | -2.1 | -2.7%
COc1ccc(-c2cc(C(F)(F)F)nc(-n3nc(C(F)(F)F)cc3C)n2)cc1 | 10.0 | 5.7 | 3.6% | 1.8% | 0.5 | -32.1 | -1.8% | 0.3 | 4.4%
CCCC(=O)N1c2ccccc2C(N(C(C)=O)c2ccccc2)CC1C (stereo not given) | 4.3 | 1.1 | -0.1% | -5.0% | -1.9 | -9.8 | 2.6% | -6.7 | -11.8%
Cc1nc(NC2=NCN(CCc3ccccc3)CN2)nc2ccccc12 | -13.6 | 1.8 | 0.1% | / | 23.7 | / | / | 1.3 | /
COc1cccc(NC(=O)/C(C#N)=C/c2ccc(-c3ccc(C)cc3)o2)c1 | -11.1 | 110.1* | -0.1% | 2.0% | -1.6 | -8.6 | 0.6% | 7.3 | ?
Cc1cc(C)c2cc(C(=O)N3CCC(C(=O)c4ccc(F)cc4)CC3)[nH]c2c1 | 15.9 | 3.5 | -0.6% | 3.7% | / | -10.2 | -2.6% | 2.5 | 5.8%
CCOc1ccccc1NC(=O)Cn1c(=O)n(Cc2cccs2)c(=O)c2cccnc21 | 17.3 | -0.2 | 11.2% | -3.3% | 3.4 | / | -1.6% | 2.5 | 2.7%
Cn1c(=O)c(=O)n(C)c2cc(N3CCOCC3)c(NS(=O)(=O)c3ccc(F)c(Cl)c3)cc21 | -2.4&-8.2 | 1.1&11.8 | 8.2%&10.0% | 0.0%&-5.3% | -1.9&-9.3 | 15.9 | -1.9%&2.3% | 3.4&-1.9 | -2.9%&-9.6%
CS(=O)(=O)c1ccc([C@@H](O)[C@@H](CF)NC(=O)C(Cl)Cl)cc1 | 1.6 | -1.3 | 2.5% | 1.5% | 3.2 | 8.0 | -2.1% | -0.1 | 0.0%
CC(C)CNC(=O)c1c(F)c(F)c(F)c(F)c1F | -5.5 | 2.6 | -1.0% | -2.0% | 12.6 | 4.6 | -2.9% | 0.1 | 8.3%
Cc1cc(NS(=O)(=O)c2ccc(NC(=O)C(C)Oc3cc(C)c(Cl)c(C)c3)cc2)no1 (stereo not given) | 3.7 | 3.7 | -0.9% | -2.7% | 8.7 | -9.8 | -3.1% | -4.1 | 0.4%
CCc1ccc(-n2nc(CO)c(C(=O)NC(C)c3ccc(Cl)cc3)n2)cc1 (stereo not given) | 20.6 | 3.5 | 5.4% | 4.3% | 0.4 | -20.0 | 1.2% | -1.4 | -6.4%
CCOc1ccc(CC(=O)Nc2ccc(S(=O)(=O)Nc3cc(C)on3)cc2)cc1OCC | -8.2 | 3.1 | -1.1% | -3.1% | -2.2 | 4.7 | -0.6% | 1.8 | -14.8%
CN(C)c1ccc(C(CNS(=O)(=O)c2ccc(F)c(F)c2)c2c[nH]c3ccccc23)cc1 (stereo not given) | -21.9 | 0.7 | -0.7% | -29.5% | 6.1 | -34.9 | -0.5% | -1.9 | 2.4%
COc1ccc(-n2cc(-c3ccccc3)nc2SCC(=O)Nc2ccccc2C)cc1 | 13.3 | 1.5 | 0.1% | -7.2% | 2.8 | -2.9 | 0.0% | -4.3 | 0.3%
Cc1ccc(NC(=O)NCCN2CCN(c3ccccc3)CC2)cc1Cl | -16.0 | 12.6 | 7.0% | 1.0% | -26.2 | -12.7 | -6.1% | -5.5 | -2.6%
Cc1ccc(-n2c(=O)c3ccccc3n(CC(=O)NCc3ccco3)c2=O)cc1 | 5.6 | 0.6 | 2.0% | -0.8% | 2.3 | -0.8 | -4.2% | -4.2 | -7.4%
CSc1nsc(NC(=O)OCc2ccc(Cl)cc2)n1 | -36.4* | 26.1 | -0.9% | 1.3% | 3.0 | 6.2 | -1.6% | -5.8 | 0.8%
Cc1ccc(C(=O)N2CCN(c3nc4ccccc4n3C)CC2)cc1 | -8.1 | -1.0 | 0.2% | 0.3% | 1.8 | 4.0 | 0.2% | 1.2 | -7.2%
Cc1ccc(S(=O)(=O)Cc2nc(-c3ccc(C(=O)NCc4ccccc4C)cc3)oc2C)cc1 | -4.5 | 5.4 | -0.1% | -2.2% | 0.9 | -0.5 | -1.5% | -1.1 | -0.6%
SMILES | D1 antag | D1 ag | RXFP1 agonist | Vif-A3G inh | D2 potentiator | RXFP1 antag | GRP78 ERSR act | D1 potentiator | Vif-APOBEC3F blk
CC(OC(=O)C1CC1C)C(=O)Nc1ncc(Cl)cc1Cl (stereo not given) | 11.3 | -0.7 | 0.5% | -2.5% | -8.8 | -12.5 | -3.4% | -1.2 | 2.7%
O=C(CCCCCN1C(=O)c2ccccc2C1=O)Nc1nccs1 | -13.0 | 7.7 | 1.1% | 1.4% | -2.7 | -12.0 | 1.3% | -1.9 | -8.0%
CCOC(=O)Nc1c2ccccc2nc2ccccc12 | 19.1 | 1.1 | 4.5% | 6.0% | 3.8 | 3.2 | 1.1% | -3.9 | 0.5%
COCCN(C(=O)CSc1nc2ccccc2c(=O)n1CC(C)C)c1c(N)n(Cc2ccccc2)c(=O)[nH]c1=O | -10.6 | 4.1 | 0.7% | -1.6% | 10.5 | -25.2 | -0.2% | -2.2 | -7.6%
COC(=O)c1[nH]c2ccc(Br)cc2c1NC(=O)C(C)N1CCN(C2CCCCC2)CC1 (stereo not given) | 3.9 | 3.0 | 5.4% | -9.4% | -3.7 | -9.8 | -12.2% | -4.5 | -13.0%
Cc1ccc(NC(=O)COC(=O)C2CCC(=O)N2)c([N+](=O)[O-])c1 (stereo not given) | -3.0 | 1.5 | 1.3% | -2.7% | 4.1 | 2.1 | -3.3% | -2.4 | 0.9%
O=C(Cn1nnc(-c2ccccc2F)n1)OCC(=O)c1ccccc1 | -11.9 | 7.3 | -2.5% | 4.8% | 13.3 | -6.3 | -1.2% | -1.2 | -2.8%
FC(F)(F)c1cccc(CON=C2CCN(c3ncc(C(F)(F)F)cc3Cl)CC2)c1 | -1.7 | 5.2 | 2.1% | -4.0% | -2.3 | 3.4 | -4.2% | -7.8 | -3.3%
O=C(Nc1ccccc1Cl)c1cc(S(=O)(=O)N2CCCC(C(=O)O)C2)ccc1F (stereo not given) | 14.3 | 0.8 | 0.1% | 0.2% | 4.2 | -13.9 | 4.7% | 4.7 | -6.6%
C[C@@H](O)CNC(=O)c1[nH]cnc1C(=O)N[C@H](C)c1ccccc1 | / | / | / | -0.6% | / | -0.4 | -2.4% | / | -9.6%
Cc1ccc(Sc2c(C)nn(C(=O)COc3ccc(F)cc3)c2C)cc1 | -4.0 | 10.6 | 0.5% | 0.7% | 1.9 | / | 0.1% | -4.2 | 2.8%
Cc1onc(C(=O)N2CCOCC2)c1[N+](=O)[O-] | -13.5 | 0.3 | -0.2% | 1.5% | 0.8 | -3.9 | -2.9% | 0.2 | 1.7%
Cc1ccsc1C(=O)OCc1cc(=O)n2ccsc2n1 | -12.3 | -0.2 | 4.0% | -1.7% | 1.1 | -0.4 | -5.0% | -2.1 | -5.6%
CCCCn1c(CCC(=O)O)nc2cc(S(=O)(=O)N(CC)CC)ccc21 | -29.9 | 1.2 | 2.0% | -6.5% | 10.2 | -0.9 | 2.1% | -2.2 | -2.6%
CCOc1ccc(Oc2ccc(-c3nnc(-c4ccccc4)o3)cc2[N+](=O)[O-])cc1 | -1.7 | 1.3 | 0.1% | 0.9% | 19.2 | -5.8 | 0.7% | 3.7 | 1.7%
COc1cccc(NC(=O)CSc2nc3ccccc3cc2Cc2ccccc2)c1 | -17.2 | 12.7 | -0.4% | 2.4% | 3.6 | 24.3 | 0.3% | -5.8 | -12.5%
NC(=O)C1Cc2ccccc2CN1C(=O)c1cccc(Oc2ccccc2)c1 (stereo not given) | 6.5 | 4.8 | -0.7% | 8.5% | 1.1 | -11.9 | -5.8% | -0.4 | -11.3%
COc1cccc(-c2ccnc3[nH]n(-c4ccccc4)c(=O)c23)c1 | 16.6&-9.7 | 2.4&-0.8 | -3.1%&-1.0% | 0.6%&-3.3% | 6.5&-5.0 | 6.7 | 2.2%&1.6% | 0.6&-1.2 | -15.0%&-6.4%
COc1ccc(C2C3C(C)=NN=C3CC(C)(O)C2C(C)=O)cc1 (stereo not given) | 5.5 | 1.2 | 2.2% | -2.2% | -11.8 | / | -3.1% | 18.9 | 2.8%
Clc1cccc(OCCCCCN2CCOCC2)c1 | 6.9 | 3.6 | 0.0% | -7.8% | -23.5 | 15.3 | -4.3% | -2.2 | -0.7%
Cc1ccc(N2CC(C)Cn3c2nc2c3c(=O)n(Cc3cccc(Cl)c3)c(=O)n2C)cc1 (stereo not given) | 7.8 | 2.9 | 2.5% | 0.1% | 14.6 | -12.0 | -1.6% | -1.8 | 3.9%
COc1ccc(NC(=O)CO/N=C(\C)c2cccs2)cc1 | 6.1 | 10.2 | 0.7% | 0.4% | 0.5 | -2.8 | 2.4% | 5.2 | 1.5%
